aGlu spleen mod: qHTS Assay for Inhibitors and Activators of Human alpha-Glucosidase From Spleen Homogenate; Lysosomal alpha-glucosidase (Homo sapiens), P10253; human spleen homogenate, 4-MU-alpha-glucoside fluorescence; Potency, µM (highest dose often 79.9 µM), inactives show at the top dose activity change, negative = inhibition, most hits filed as inhibitors; 240,000 tested, 0.006% active; AID 2112, 2009;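 further: 0% = enzyme with vehicle and -100% = no enzyme basal signal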
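AC50 values come from Hill-equation fits of concentration-response data, normalized to no-enzyme and full-activity controls. Enzyme source: 1 ug human spleen homogenate; 1 mM fluorogenic 4-MU glucoside, pH 5.0 citrate buffer, 37 C, 40 min.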
GoLoco inh red: qHTS Assay for Inhibitors of RGS12 GoLoco Motif Activity (Red Fluorophore); Guanine nucleotide-binding protein G(i) subunit alpha-1 (Homo sapiens), P63096; Gai1:RGS12 GoLoco peptide FP, rhodamine, 10 min; Potency, µM (highest dose often 61.6 µM), for inactives: top-dose activity, negative = inhibition, most hits filed as inhibitors; 230,000 tested, 0.44% active; AID 880, 2007; active means well fitted inhibition curve with a large enough effect, not every such curve was filed as active; inactive means no such curve, though single readings can be large or run the other way; further: on the % scale 0 is the no-effect control and ±100 the full control effect; nearly all actives have a fitted effect of over 30% in size; many of its hits are not listed in these tables
Target sequence (P63096 whole entry, looked up): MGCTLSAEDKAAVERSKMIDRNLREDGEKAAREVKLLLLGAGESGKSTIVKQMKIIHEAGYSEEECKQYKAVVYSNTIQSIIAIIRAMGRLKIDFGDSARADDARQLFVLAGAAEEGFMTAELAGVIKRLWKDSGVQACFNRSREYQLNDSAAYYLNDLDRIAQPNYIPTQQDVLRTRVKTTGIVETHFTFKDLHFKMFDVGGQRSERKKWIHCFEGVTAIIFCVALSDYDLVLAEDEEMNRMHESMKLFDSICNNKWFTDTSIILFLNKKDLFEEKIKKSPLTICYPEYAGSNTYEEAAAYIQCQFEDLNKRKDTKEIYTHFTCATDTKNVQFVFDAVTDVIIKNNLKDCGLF
KDM4E inh: qHTS Assay for Inhibitors of Human Jumonji Domain Containing 2E (JMJD2E); Lysine-specific demethylase 4E (Homo sapiens), B2RXH2; JMJD2E catalytic domain, FDH-coupled NADH fluorescence (FDH is formaldehyde dehydrogenase); Potency, µM (highest dose often 57.1 µM), inactives show at the top dose activity change, negative = inhibition, most hits filed as inhibitors; 230,000 tested, 1.6% active; active means well fitted inhibition curve with a large enough effect, not every such curve was filed as active; inconclusive means small, poorly fitted or top-dose-only effect, or another doubt; inactive means no such curve, though single readings can be large or run the other way;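 further: 0% = wells with enzyme and -100% = buffer wells without enzyme; nearly all actives have a fitted effect of over 50% in size; many of its hits are not listed in these tables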
SMN2 splice up: qHTS Assay for Enhancers of SMN2 Splice Variant Expression; 210,000 tested, 2.8% active; HEK293 SMN2-luciferase splicing reporter, luminescence, 30-36 h; Potency, µM (titrated, usually from 46.1 µM), for the others: at the highest dose activity change, positive = activation, actives largely listed as activators; AID 1458, 2008; further: % of control where 0% means no effect; nearly all actives have a fitted effect of over 55% in size
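qHTS luciferase splicing reporter: luminescence rises when SMN2 exon 7 is included in transfected HEK293 cells. Compound exposure lasted 30-36 h at 37C, with 4.5 mM final sodium butyrate as control, followed by a ONE-Glo read.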
GLA spleen mod: qHTS Assay for Inhibitors and Activators of Human alpha-Galactosidase From Spleen Homogenate. human spleen homogenate, 4MU-alpha-Gal fluorescence, 40 min. Potency, µM (titrated, usually from 80 µM), for the others: top-dose activity change, negative = inhibition, hits mostly inhibitors. 240,000 tested, 0.008% active. AID 2107, 2009;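 further: 0% = enzyme with vehicle and -100% = no enzyme basal signal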
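Human spleen homogenate (1 ug) was the enzyme source, with 4-methylumbelliferyl-alpha-D-galactopyranoside (1 mM final) in pH 5.0 citrate buffer with 0.01% Tween-20. Compounds were titrated; after 40 min at 37C, NaOH/glycine stop, 4-MU fluorescence read; AC50 from Hill fits.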
ALDH1A1 block: qHTS Assay for Inhibitors of Aldehyde Dehydrogenase 1 (ALDH1A1); Aldehyde dehydrogenase 1A1 (Homo sapiens), P00352; Purified ALDH1A1, NADH fluorescence, propionaldehyde substrate; Potency, µM (top dose mostly 75.3 µM), for inactives: at the top dose activity, negative = inhibition, hits mostly inhibitors; 220,000 tested, 7.3% active; AID 1030, 2008; active means well fitted inhibition curve with a large enough effect, not every such curve was filed as active; inconclusive means small, poorly fitted or top-dose-only effect, or another doubt; inactive means no such curve, though single readings can be large or run the other way;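 further: plate controls were no enzyme wells and a reference inhibitor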
Target sequence (P00352 whole entry, looked up): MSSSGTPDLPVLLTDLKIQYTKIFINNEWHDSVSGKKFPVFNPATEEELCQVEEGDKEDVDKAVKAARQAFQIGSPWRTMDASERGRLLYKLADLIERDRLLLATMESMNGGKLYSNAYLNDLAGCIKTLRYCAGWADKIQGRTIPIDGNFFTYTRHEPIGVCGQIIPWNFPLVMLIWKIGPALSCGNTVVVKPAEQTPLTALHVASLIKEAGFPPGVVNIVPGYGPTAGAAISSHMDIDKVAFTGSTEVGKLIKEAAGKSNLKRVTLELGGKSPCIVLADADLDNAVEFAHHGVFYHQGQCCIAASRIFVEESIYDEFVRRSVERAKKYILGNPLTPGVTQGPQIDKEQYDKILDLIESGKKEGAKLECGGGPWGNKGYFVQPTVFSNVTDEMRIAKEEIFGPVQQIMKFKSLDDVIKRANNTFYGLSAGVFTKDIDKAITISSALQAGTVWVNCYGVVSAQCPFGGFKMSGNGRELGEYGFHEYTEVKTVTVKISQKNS
GAA glycogen: qHTS Assay for Inhibitors and Activators of Human alpha-Glucosidase Cleavage of Glycogen. Lysosomal alpha-glucosidase (Homo sapiens), P10253. recombinant GAA, glycogen substrate, Amplex Red glucose oxidase fluorescence. Potency, µM (series often up to 76.4 µM), without a hit: at the top dose activity change, negative = inhibition, hits mostly inhibitors. 300,000 tested, 0.38% active. AID 2100, 2009;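 further: 0% = full enzyme reaction and -100% = no-enzyme basal signal; the screen sought inhibitors and activators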
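qHTS, 1536-well; enzyme 4 nM final; cpd up to 77 uM; substrate bovine liver glycogen 30 ug; 50 mM citrate/phosphate pH 5.0, 0.01% Tween-20; 37 C, 40 min; Amplex Red detection 45 min RT; Hill fit → AC50.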
GAA inh: qHTS Assay for Inhibitors of Human alpha-Glucosidase as a Potential Chaperone Treatment of Pompe Disease. Lysosomal alpha-glucosidase (Homo sapiens), P10253. purified human GAA, 4-MU-alpha-glucoside fluorescence. Potency, µM (doses to about 76.9 µM), for inactives: at the top dose activity change, negative = inhibition, actives largely listed as inhibitors. 200,000 tested, 0.005% active;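 further: plate controls were uninhibited enzyme wells for no effect and no-enzyme background for full effect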
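Fluorogenic assay: 4 nM human alpha-glucosidase with 400 uM 4-methylumbelliferyl-alpha-D-pyranoside in 50 mM citrate/phosphate, 0.005% Tween-20, pH 5.0, 20 min at room temperature. Compounds tested up to 77 uM; AC50 from Hill fits.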
The depositor's hits bear a star; & = joins results of further samples; [ ] = dose if it differs, or a comment. Unless noted, the call rests on the fitted dose curve; in most records, active means well fitted curve in the direction sought with a large enough effect; inconclusive means small, poorly fitted or top-dose-only effect, or another doubt; inactive means no such curve, though single readings can be large; an effect the other way counts as inactive or inconclusive. Potency means the concentration at half of the fitted maximal effect. The list is partial; rates above refer to the full screens.

Screening Cc1ccc(OCCNc2cc(N3CCN(CCO)CC3)ccc2[N+](=O)[O-])cc1C returned aGlu spleen mod -3%, GoLoco inh red -6%, KDM4E inh -1%, SMN2 splice up -4%, GLA spleen mod 3%, ALDH1A1 block inconclusive, GAA glycogen -3% and GAA inh inconclusive.
Screening CCOC(=O)C1=C(C)NC(C)=C(C(=O)OCC)C1C(=O)OCC(=O)NC(C)C returned aGlu spleen mod -2%, GoLoco inh red 9%, KDM4E inh inconclusive, SMN2 splice up 29%, GLA spleen mod inconclusive, ALDH1A1 block inconclusive, GAA glycogen -5% and GAA inh 5%.
Cc1ccccc1C(C(=O)NCc1ccco1)N(CC1CCCO1)C(=O)Cn1nnc2ccccc21 (stereo unspecified) was read as aGlu spleen mod -8%, GoLoco inh red -2%, KDM4E inh 5%, SMN2 splice up -9%, GLA spleen mod -24%, ALDH1A1 block 6%, GAA glycogen -7% and GAA inh -8%.
For Cc1cccc(Nc2nc(NCc3ccco3)nc(N3CCOCC3)n2)c1 the results were aGlu spleen mod 2%, GoLoco inh red 9%, KDM4E inh -10%, SMN2 splice up -13%, GLA spleen mod 5%, ALDH1A1 block 0%, GAA glycogen 5% and GAA inh -10%.
For O=c1cc(-c2ccccc2)oc2cc(O)c(O)cc12 the results were aGlu spleen mod 3%, GoLoco inh red 12%, KDM4E inh 28µM*, SMN2 splice up inconclusive, GLA spleen mod 6% and ALDH1A1 block 2%.
`COc1ccc(Oc2coc3c(CN4CCOCC4)c(O)ccc3c2=O)cc1` gave aGlu spleen mod 1%, GoLoco inh red 5%, KDM4E inh inconclusive, SMN2 splice up -6%, GLA spleen mod 8%, ALDH1A1 block inconclusive, GAA glycogen 8% and GAA inh -3%.
Cc1ccc(-c2nc3cccnc3s2)cc1NS(=O)(=O)c1cccs1 was read as aGlu spleen mod 1%, GoLoco inh red -1%, KDM4E inh inconclusive, GLA spleen mod 6%, ALDH1A1 block inconclusive and GAA glycogen -3%.
`Cc1ccc(S(=O)(=O)C(C)C(=O)c2ccc3c(c2)OCCO3)cc1` (stereo unspecified) gave aGlu spleen mod 9%, GoLoco inh red 2%, KDM4E inh -7%, SMN2 splice up -9%, GLA spleen mod -14%, ALDH1A1 block inconclusive, GAA glycogen 4% and GAA inh -3%.
O=C(O)c1ccc(-c2ncc[nH]2)cc1 was read as GoLoco inh red 10%, KDM4E inh inconclusive, SMN2 splice up 3%, GLA spleen mod 4%, ALDH1A1 block inconclusive, GAA glycogen 0% and GAA inh -6%.
For CCc1cc2c(=O)[nH]c(COC)nc2s1 the results were aGlu spleen mod 0%, GoLoco inh red -4%, KDM4E inh 9%, SMN2 splice up 14%, GLA spleen mod 1%, ALDH1A1 block 16%, GAA glycogen 7% and GAA inh 2%.
Cc1ccc(S(=O)(=O)NC(=O)NN2C[C@H]3CCC[C@@H]3C2)cc1 was read as aGlu spleen mod 2%[29.1 µM], GoLoco inh red -9%[21.6 µM], KDM4E inh 0%[25.5 µM], SMN2 splice up -6%[20.6 µM], GLA spleen mod -5%[29.1 µM] and ALDH1A1 block -6%[20.9 µM].
Screening CCC(=O)Nc1cccc2c1C(=O)N(C)C2=O returned aGlu spleen mod -15%, GoLoco inh red -13%, KDM4E inh -1%, SMN2 splice up -4%, GLA spleen mod -5%, ALDH1A1 block -10%, GAA glycogen -1% and GAA inh 2%.
For C=CCn1cc(-c2cccc(C(F)(F)F)c2)cc(C#N)c1=O the results were aGlu spleen mod 13%, GoLoco inh red -2%, KDM4E inh inconclusive, SMN2 splice up -18%, GLA spleen mod 19%, ALDH1A1 block inconclusive, GAA glycogen 0% and GAA inh inconclusive.
Screening CCOC(=O)C(NC(=O)NC1CCCCC1)(c1ccccc1)C(F)(F)F (stereo unspecified) returned aGlu spleen mod -2%, GoLoco inh red 13%, KDM4E inh 1%, SMN2 splice up -1%, GLA spleen mod 3%, ALDH1A1 block 19%, GAA glycogen -6% and GAA inh -6%.
CCc1nnc(NC(=O)CSc2nnc3c4ccccc4n(C)c3n2)s1 was read as aGlu spleen mod 7%, GoLoco inh red 13%, KDM4E inh 7%, SMN2 splice up -1%, GLA spleen mod 11%, ALDH1A1 block -9%, GAA glycogen 1% and GAA inh -10%.
`CC(c1cc2ccccc2s1)N(O)C(N)=O` (stereo unspecified) gave aGlu spleen mod 10%&3%, GoLoco inh red 7%&-3%, KDM4E inh 8%, GLA spleen mod -4%&-9%, ALDH1A1 block 6%, GAA glycogen inconclusive and GAA inh -2%[15.4 µM].
CCc1noc(C)c1C(=O)N1CCCC(C(=O)c2ccc(OC)c(F)c2)C1 (stereo unspecified) was read as aGlu spleen mod 1%, GoLoco inh red -23%, KDM4E inh -1%, GLA spleen mod -18%, ALDH1A1 block 7.1µM*, GAA glycogen 4% and GAA inh -5%.
`CCn1c(SCc2ccc(Cl)cc2)nnc1-c1ccccc1` gave aGlu spleen mod -14%, GoLoco inh red 0%, KDM4E inh -1%, SMN2 splice up -23%, GLA spleen mod -3%, ALDH1A1 block -4%, GAA glycogen -12% and GAA inh -9%.
`CCOP(=O)(c1ccccc1)c1nc(-c2ccccc2Cl)oc1N1CCCCC1` (stereo unspecified) gave aGlu spleen mod 10%, GoLoco inh red -3%, KDM4E inh -12%, SMN2 splice up -13%, GLA spleen mod 10%, ALDH1A1 block inconclusive, GAA glycogen -10% and GAA inh -2%.
Fc1ccc(-c2csc(/C=C/c3ccc4c(c3)OCO4)n2)cc1 was read as aGlu spleen mod 2%, GoLoco inh red -2%, KDM4E inh inconclusive, SMN2 splice up 27%, GLA spleen mod 6%, ALDH1A1 block inconclusive, GAA glycogen -6% and GAA inh 2%.
CN(Cc1cccs1)C(=O)/C=C/c1ccccc1[N+](=O)[O-] was read as aGlu spleen mod 1%, GoLoco inh red 12%, KDM4E inh -8%, SMN2 splice up -13%, GLA spleen mod -1%, ALDH1A1 block 3.2µM*, GAA glycogen -1% and GAA inh 1%.
COc1ccc2c(c1OC)C(=O)N(c1ccc(C)c(C)c1)C2=O was read as aGlu spleen mod -5%, GoLoco inh red 7%, KDM4E inh 1%, SMN2 splice up 28%, GLA spleen mod 6%, ALDH1A1 block inconclusive, GAA glycogen 9% and GAA inh 2%.
`CC1(C)CC(=O)C2=C(C1)OC(N)=C(C#N)C2c1cn(-c2ccccc2)nc1-c1ccc(F)cc1` (stereo unspecified) gave aGlu spleen mod -21%, GoLoco inh red -8%, KDM4E inh -5%, SMN2 splice up inconclusive, GLA spleen mod 16%, ALDH1A1 block 1%, GAA glycogen -18% and GAA inh -14%.
Screening O=C(O)C(Cc1c[nH]c2ccccc12)N1C(=O)C2C3c4ccccc4C(c4ccccc43)C2C1=O (stereo unspecified) returned aGlu spleen mod -11%, GoLoco inh red 7%, KDM4E inh -17%, SMN2 splice up 11%, GLA spleen mod -19%, ALDH1A1 block 8%, GAA glycogen 13% and GAA inh 12%.
For Cn1ccnc1C(=O)C1CCCN(Cc2cn[nH]c2-c2ccc(-c3ccccc3)cc2)C1 (stereo unspecified) the results were aGlu spleen mod -3%, GoLoco inh red 14%, KDM4E inh 1%, SMN2 splice up -7%, GLA spleen mod -10%, ALDH1A1 block 3%, GAA glycogen 7% and GAA inh 6%.
CC(=O)N1CCCc2cc(S(=O)(=O)N3CCN(C4CCCCC4)CC3)ccc21 was read as aGlu spleen mod -9%, GoLoco inh red -12%, KDM4E inh 4%, SMN2 splice up -20%, GLA spleen mod -2%, ALDH1A1 block -4%, GAA glycogen 6% and GAA inh -3%.
Screening CC(C)(C(=O)O)n1cncn1 returned aGlu spleen mod 4%, GoLoco inh red 0%, KDM4E inh -11%, SMN2 splice up 3%, GLA spleen mod 3%, ALDH1A1 block 9%, GAA glycogen 4% and GAA inh 8%.
COc1ccc(Br)c2c1C(=O)CC2 was read as aGlu spleen mod -10%, GoLoco inh red 4%, KDM4E inh inconclusive, GLA spleen mod 9%, ALDH1A1 block 2%, GAA glycogen -8% and GAA inh 1%.

Compounds shown so far that have a thiophene ring, fused or not (four):
Cc1ccc(-c2nc3cccnc3s2)cc1NS(=O)(=O)c1cccs1 was read as aGlu spleen mod 1%, GoLoco inh red -1%, KDM4E inh inconclusive, GLA spleen mod 6%, ALDH1A1 block inconclusive and GAA glycogen -3%.
For CCc1cc2c(=O)[nH]c(COC)nc2s1 the results were aGlu spleen mod 0%, GoLoco inh red -4%, KDM4E inh 9%, SMN2 splice up 14%, GLA spleen mod 1%, ALDH1A1 block 16%, GAA glycogen 7% and GAA inh 2%.
`CC(c1cc2ccccc2s1)N(O)C(N)=O` (stereo unspecified) gave aGlu spleen mod 10%&3%, GoLoco inh red 7%&-3%, KDM4E inh 8%, GLA spleen mod -4%&-9%, ALDH1A1 block 6%, GAA glycogen inconclusive and GAA inh -2%[15.4 µM].
CN(Cc1cccs1)C(=O)/C=C/c1ccccc1[N+](=O)[O-] was read as aGlu spleen mod 1%, GoLoco inh red 12%, KDM4E inh -8%, SMN2 splice up -13%, GLA spleen mod -1%, ALDH1A1 block 3.2µM*, GAA glycogen -1% and GAA inh 1%.

Screening data as filed in PubChem BioAssay.
